Screens as filed in PubChem.
BRCA1 expr up – BRCA1 expression activation. MCF7-BRCA1-FFLuc reporter, luminescence, 48 h; response scale: scaled: vehicle 0%, 10 µM genistein 100%. actives 1.1% (n = 380,000). Potency, µM (titrated, usually from 46.1 µM), for inactives: at the highest dose activation, usual class: activators; note: potency is the fitted concentration of half-maximal effect; nearly all actives have a fitted effect of over 80% in size; some results filed as inactive show a strong effect at the top dose
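MCF7-BRCA1-FFLuc, 2000 cells/well; 2 h attach, 37 °C/5% CO2; compound 48 h; luciferase substrate 15 min; luminescence end-point. Norm. to genistein 10 microM max activation and DMSO; concentration-response curves fitted.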
Eya2 phos inh – blocks the phosphatase activity of human Eya2; O00167; recombinant Eya2, OMFP fluorescence dephosphorylation (OMFP is methylfluorescein phosphate); Potency, µM (series often up to 76.9 µM), for the others: at the top dose activity, negative = inhibition, hits mostly inhibitors; actives 0.006% (n = 330,000); AID 488837; note: potency is the fitted concentration of half-maximal effect; % is set by controls: 0 for no effect and ±100 for the full control effect
Target sequence (O00167 whole entry, looked up): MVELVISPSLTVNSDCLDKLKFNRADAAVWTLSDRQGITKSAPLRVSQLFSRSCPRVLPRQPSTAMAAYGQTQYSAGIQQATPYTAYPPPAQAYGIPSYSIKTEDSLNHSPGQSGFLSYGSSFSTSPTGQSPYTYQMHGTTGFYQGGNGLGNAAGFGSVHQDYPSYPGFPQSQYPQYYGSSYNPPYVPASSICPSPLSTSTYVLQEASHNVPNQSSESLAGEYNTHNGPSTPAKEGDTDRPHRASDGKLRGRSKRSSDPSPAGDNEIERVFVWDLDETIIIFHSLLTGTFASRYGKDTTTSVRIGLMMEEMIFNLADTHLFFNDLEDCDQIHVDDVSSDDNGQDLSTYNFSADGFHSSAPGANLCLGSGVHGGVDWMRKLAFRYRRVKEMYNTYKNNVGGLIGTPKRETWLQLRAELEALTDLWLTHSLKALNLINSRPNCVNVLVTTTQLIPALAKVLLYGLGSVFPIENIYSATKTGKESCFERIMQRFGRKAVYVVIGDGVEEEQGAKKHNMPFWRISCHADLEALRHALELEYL
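Eya2 protein (added as 0.2 uM solution) was preincubated with compound for 10 min at ambient temperature in 50 mM HEPES pH 7.5, 50 mM NaCl, 5 uM MgCl2, 0.05% BSA, 1 mM DTT. OMFP (added at 50 uM) then reacted 10 min; fluorescence read at 485/525 nm.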
uPA surface inh – inhibitors of cell surface uPA generation. cell surface uPA generation assay, qHTS. Potency, µM (top dose mostly 38.3 µM), for inactives: top-dose activity change, negative = inhibition, most hits filed as inhibitors. actives 0.31% (n = 330,000). AID 540303; active = well fitted inhibition curve with a large enough effect; inconclusive = small, poorly fitted or top-dose-only effect; inactive = no such curve, though single readings can be large or run the other way; tested in mouse RAW 264.7 cells; note: potency is the fitted concentration of half-maximal effect; % is set by controls: 0 for no effect and ±100 for the full control effect; nearly all actives have a fitted effect of over 55% in size
USP2a block – inhibitors of human ubiquitin-specific protease USP2a. USP2 core, Ub-CHOP2 coupled fluorogenic reporter, 485/531. Potency, µM (highest dose often 38.3 µM), inactives show at the top dose activity change, negative = inhibition, actives largely listed as inhibitors. O75604. AID 463254. actives 0.01% (n = 330,000);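 note: potency is the fitted concentration of half-maximal effect; plate controls were DMSO wells for no effect and full inhibition by NEM control for full effect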
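Deubiquitinase activity read as fluorescence (485/531 nm) after Ub-CHOP2 cleavage activates the enterokinase reporter on its substrate; USP2 core 10nM, Ub-CHOP2 and substrate 25nM each, 30min compound preincubation then 60min RT; data normalized to NEM, curves fitted.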
ELG1 genotox – inducers of genotoxicity in HEK293T ELG1-luciferase cells; HEK293T ELG1-luciferase reporter, luminescence, 16 h; Potency, µM (top dose mostly 46 µM), for the others: at the highest dose activity change, positive = activation, actives largely listed as activators; actives 1.3% (n = 330,000); AID 504466; note: potency is the fitted concentration of half-maximal effect; % of control where 0% means no effect; nearly all actives have a fitted effect of over 60% in size
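Genotoxic stress is detected as increased luminescence from luciferase-tagged ELG1 in HEK293T cells, measured with ONE-Glo after a 16 hr treatment at 37 °C.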
TRPV1 agonist – human TRPV1 agonism; Q8NER1; actives 0.19% (n = 320,000); TRPV1-expressing cells, Fluo-8 calcium influx, agonist mode; activation, % at 8.33 µM; in the data active = activation above about 80%; inconclusive = between about 30% and that limit; note: 0% is about no effect
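TRPV1-expressing cells were cultured overnight at 35.5C and loaded with Fluo-8 calcium dye for 40 to 90 min at room temperature. After a 10 s baseline, compound was added and calcium influx was read kinetically for 3 min (ex 480/em 520 nm).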
p53 reactivator – mutant p53 re-activation in reporter cells; H1299 p53-A138V BP100-luciferase reporter, luminescence, 24 h; Potency, µM (highest dose often 92.2 µM), for the others: top-dose activity change, positive = activation, actives largely listed as activators; actives 0.063% (n = 320,000); note: potency is the fitted concentration of half-maximal effect; % of control where 0% means no effect; nearly all actives have a fitted effect of over 45% in size
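H1299 (p53-null), stable ts p53-A138V + BP100-Luc; 1000 cells/well, Opti-MEM/10% FBS; cpd 4 pt, 1:5; 24 h, 37 deg C, 5% CO2; detection reagent 10 min RT; luminescence.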
a7 integrin act – activators of alpha7 integrin expression for muscular dystrophy; alpha7betagal myoblasts, beta-gal FDG fluorescence, 48 h; Potency, µM (series often up to 38.3 µM), inactives show top-dose activation, usual class: activators; actives 0.064% (n = 350,000); AID 624291;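 note: potency is the fitted concentration of half-maximal effect; 100% = response of the positive control SU9516; nearly all actives have a fitted effect of over 60% in size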
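alpha7betagal+/- myoblasts (passage 13, 250/well) treated 48 h at 37C with compounds at 1:260 dilution of DMSO stock. Lysed, then beta-galactosidase activity read as FDG fluorescence (ex 480/em 540) after 30 min, with pre-read for autofluorescence.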
B2AR arrestin – beta2AR (human) beta-arrestin recruitment activity. beta-arrestin recruitment to beta2AR, cell-based reporter. Potency, µM (series often up to 46.1 µM), for inactives: at the top dose activation, hits mostly activators. actives 0.02% (n = 330,000). AID 492947;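 note: potency is the fitted concentration of half-maximal effect; 0% = DMSO controls and full agonism = EC100 isoproterenol or metaproterenol; nearly all actives have a fitted effect of over 65% in size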
Target sequence (P07550 whole entry, looked up): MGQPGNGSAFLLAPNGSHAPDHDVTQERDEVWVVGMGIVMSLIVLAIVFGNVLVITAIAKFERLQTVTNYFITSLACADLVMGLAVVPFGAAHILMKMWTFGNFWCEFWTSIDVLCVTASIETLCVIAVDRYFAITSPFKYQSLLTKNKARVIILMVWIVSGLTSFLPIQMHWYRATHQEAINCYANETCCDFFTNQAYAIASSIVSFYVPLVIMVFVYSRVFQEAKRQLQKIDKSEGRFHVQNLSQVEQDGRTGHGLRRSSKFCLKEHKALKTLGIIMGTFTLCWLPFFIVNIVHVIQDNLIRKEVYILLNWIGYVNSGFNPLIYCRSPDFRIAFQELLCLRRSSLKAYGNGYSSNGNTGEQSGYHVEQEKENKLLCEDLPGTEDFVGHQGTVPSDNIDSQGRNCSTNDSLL
ASM inhibitor – human S-ASM enzyme inhibition. P17405. placental ASM, HMU-PC fluorogenic substrate, 60 min. Potency, µM (top dose mostly 57.5 µM), for the others: top-dose activity change, negative = inhibition, actives largely listed as inhibitors. actives 0.006% (n = 340,000). AID 504937; note: potency is the fitted concentration of half-maximal effect
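Steps: dispense placental human ASM, pin compound, wait 10 min at room temperature, add HMU-PC0 substrate at 9 uM final, incubate 60 min at 37 °C, add stop solution raising pH to 10, read fluorescence.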
TSG101-PTAP inh – blocks PTAP/TSG101 interaction to inhibit HIV-1 budding | Q99816 | Fluorescence polarization, FITC-PTAP peptide / Tsg101 binding | Potency, µM (titrated, usually from 115 µM), inactives show at the highest dose activity change, negative = inhibition, usual class: inhibitors | 340,000 tested, under 10 active; active = well fitted inhibition curve with a large enough effect in the main read-out, with a control signal flat, not every such curve was filed as active; inconclusive = small, poorly fitted or top-dose-only effect, or effect the other way, or a change in a side signal; inactive = no such curve, though single readings can be large or run the other way; note: potency is the fitted concentration of half-maximal effect; % of control where 0% means no effect
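Tsg101 binding domain (10 uM final) was mixed with compound and a FITC-labeled PTAP peptide (50 nM final) in HEPES pH 7.5 buffer with NaCl, Tween 20, EDTA and TCEP; fluorescence polarization was read after 20 min at r.t.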
The depositor's hits bear a star; ? = inconclusive; · = no result given; [ ] = dose if it differs, or a comment. Unless noted, calls come from the whole dose curve; as a rule, active = well fitted curve in the direction sought with a large enough effect; inconclusive = small, poorly fitted or top-dose-only effect, or another doubt; inactive = no such curve, though single readings can be large; an effect the other way counts as inactive or inconclusive. Rows are unselected; any-hit rate near 2.6%.

Each structure is followed by: BRCA1 expr up	Eya2 phos inh	uPA surface inh	USP2a block	ELG1 genotox	TRPV1 agonist	p53 reactivator	a7 integrin act	B2AR arrestin	ASM inhibitor	TSG101-PTAP inh
> Cc1cccc(N(C(=O)CNC(=O)c2ccco2)C(C(=O)NC2CCCCC2)c2cccnc2)c1 (stereo not given)
  -1.0%	0.1%	6.7%	0.5%	4.0%	4.2	-5.3%	17.6%	-0.5%	-0.2%	-1.3%
> CC(=O)Nc1ccc2nc(C)n(Cc3ccc(Cl)cc3)c(=O)c2c1
  67.7%	-5.1%	-5.4%	-0.8%	?	-1.1	?	-5.7%	0.3%	-8.5%	0.7%
> CCC1(c2ccc(F)cc2)NC(=O)N(CC(=O)N2CCc3ccccc3C2)C1=O (stereo not given)
  -7.7%	-0.3%	-1.8%	-3.0%	-3.8%	-1.9	-1.4%	4.7%	-0.4%	-4.3%	-0.3%
> CCC(C)(C)NC(=O)C1CCCN1C(=O)NC1CCCCC1 (stereo not given)
  -1.3%	-3.4%	-2.8%	-2.8%	2.0%	3.2	1.9%	-4.7%	-0.4%	0.0%	-2.8%
> O=C(COC(=O)Cc1ccc(Br)cc1)Nc1ccc(Cl)cn1
  -7.3%	7.6%	3.3%	2.6%	-1.9%	·	5.0%	7.2%	0.2%	-10.8%	1.4%
> O=C(NCc1ccco1)C1CCN(c2nnc(-n3cccc3)s2)CC1
  -3.2%	-0.5%	8.5%	1.1%	0.4%	-1.2	2.8%	2.1%	0.1%	-2.0%	-0.3%
> Cc1ccc(S(=O)(=O)N2CCOCC2)cc1NC(=O)c1cc2c(s1)CCC2
  -30.3%	2.0%	2.0%	-1.3%	-4.7%	?	-5.3%	-30.5%	-0.3%	7.2%	-1.1%
> CC1CCN(C(=O)/C(=C\c2ccccc2F)NC(=O)c2ccccc2)CC1
  -18.6%	-24.6%	-2.2%	-1.0%	2.5%	15.2	-2.2%	7.1%	-0.1%	-1.3%	-1.8%
> O=C(c1ccco1)N1CCN(C(=O)c2ccc(COc3ccc(F)cc3)o2)CC1
  2.8%	20.7%	1.3%	3.6%	-7.6%	9.3	-19.5%	-6.4%	-0.9%	3.4%	-8.3%
> CC1(C)OC(=O)N(c2cccnc2)C1(C)O (stereo not given)
  14.0%	16.9%	-6.0%	0.0%	0.0%	-3.6	2.2%	16.5%	-0.4%	5.6%	-8.1%

Each structure is followed by: BRCA1 expr up	Eya2 phos inh	uPA surface inh	USP2a block	ELG1 genotox	TRPV1 agonist	p53 reactivator	a7 integrin act	B2AR arrestin	ASM inhibitor	TSG101-PTAP inh
> CSCCC(NS(=O)(=O)c1ccc(C)c(C(=O)O)c1)C(=O)O (stereo not given)
  1.4%	-4.7%	-2.3%	-2.6%	-0.1%	-1.6	1.5%	-3.5%	-0.2%	-0.8%	-6.4%
> CCOc1ccc2c(c1)C(NC(C)=O)C(=O)N2CCN1CCOCC1 (stereo not given)
  -10.3%	-29.5%	-1.1%	3.6%	0.6%	8.3	2.1%	-6.6%	-0.6%	-5.7%	-4.5%
> CCCN1C2CCCC1CC(NC(=O)c1ccc(OC)cc1)C2 (stereo not given)
  -9.8%	3.9%	15.6%	-0.4%	0.2%	-1.8	·	10.6%	0.5%	2.2%	-7.2%
> CC(C)=NNc1nc(-c2ccc([N+](=O)[O-])cc2)cs1
  2.2%	-4.2%	-1.4%	-1.3%	8.7%	-2.4	-1.8%	-14.3%	-0.4%	-1.8%	-2.0%
> O=C(C1CCC(CNS(=O)(=O)c2cccc3nsnc23)CC1)N1CC=C(c2ccccc2)CC1 (stereo not given)
  -33.0%	-13.3%	2.5%	-11.1%	-10.1%	-4.6	4.2%	-29.3%	7.8%	-6.5%	0.2%
> COc1cc(OC)c2c(-c3ccccc3)cc(=O)oc2c1C(CCN1CCCCC1)c1ccc(N(C)C)cc1 (stereo not given)
  -20.8%	-10.0%	10µM*	7.1%	-11.1%	3.7	-0.7%	-39.1%	0.3%	-3.2%	-0.8%
> CCOc1ccc(Br)cc1S(=O)(=O)Nc1cccnc1
  -22.9%	-1.9%	1.0%	0.5%	3.2%	1.5	0.2%	4.0%	0.3%	-0.9%[11.5 µM]	-3.1%
> CCCCCC(=O)Nc1ccc(C(=O)CN2C(=O)NC3(CCCCCC3)C2=O)cc1
  -10.4%	-19.2%	-10.1%	-1.0%	-0.1%	3.5	-7.6%	-16.5%	0.0%	-3.8%	-6.4%
> CCN(C(=O)CSc1nccc(=O)[nH]1)C1CCCCC1
  7.7%	8.2%	3.6%	3.9%	-1.3%	·	2.6%	18.3%	3.1%	3.5%	4.2%
> O=C1CN(C(=O)/C=C/c2ccc(Br)cc2)CCN1
  26.0%	?	1.7%	-5.9%	3.5%	23.6	9.1%	-4.5%	-0.7%	-5.5%	-2.8%

Each structure is followed by: BRCA1 expr up	Eya2 phos inh	uPA surface inh	USP2a block	ELG1 genotox	TRPV1 agonist	p53 reactivator	a7 integrin act	B2AR arrestin	ASM inhibitor	TSG101-PTAP inh
> CC1(c2ccc(Cl)cc2)NC(=O)N(CC(=O)NC(=O)NCc2ccco2)C1=O (stereo not given)
  -9.2%	-17.0%	-0.4%	-1.7%	0.0%	-0.4	1.2%	-23.3%	-0.3%	0.0%	-12.1%
> CCCC(=O)N1CCN(c2nnc(-c3ccc(C)cc3)c3ccccc23)CC1
  -28.0%	-23.6%	-4.8%	1.7%	-4.2%	-0.6	-1.7%	-11.2%	0.1%	-6.9%	0.0%
> CCCC(=O)Nc1sc2c(c1C(=O)OC)C(C(=O)OC)CC2 (stereo not given)
  0.0%	-5.7%	2.4%	0.8%	-0.1%	7.7	2.6%	-20.6%	5.4%	1.6%	-1.4%
> c1coc(CNc2nc(-c3ccncc3)cs2)c1
  ?	-1.0%	-0.5%	-4.1%	-0.2%	0.4	?	14.3%	-0.2%	-0.1%	0.4%
> CC(C)[C@H]1COCCS(=O)(=O)N1Cc1ccccc1-c1ccc(F)cc1
  -17.8%	-13.9%	18.4%	0.5%	-3.7%	·	6.0%	19.3%	0.0%	-6.0%	-1.9%
> COc1ccc(C(=O)NCC(=O)OCC(=O)N2N=C(c3ccc(Cl)cc3)CC2c2ccco2)cc1OC (stereo not given)
  -2.4%	11.4%	?	-2.9%	-0.7%	-2.7	-0.1%	33.3%	0.2%	?	-6.8%
> Nc1ccccc1OCP(=O)(c1ccccc1)c1ccccc1
  23.1%	2.3%	-1.0%	-1.0%	-0.6%	2.0	-10.5%	5.6%	-0.6%	1.6%	-3.0%
> CC(=O)c1cccc(NC(=S)NC(=O)c2cncc(Br)c2)c1
  57.7%	5.9%	-22.4%	1.4%	10.2%	9.1	?	0.0%	-1.1%	-3.2%	-10.0%
> O=C(NCc1ccc(F)cc1)c1cc(S(=O)(=O)N2CCCCC2)c[nH]1
  4.8%	-0.1%	-1.3%	0.3%	0.6%	-0.5	·	22.1%	-0.9%	-0.4%	-2.5%
> Cc1ccc2cc(/C=N/NC(=O)c3ccccc3O)c(Cl)nc2c1
  -33.3%	-10.1%	0.3%	1.4%	-9.7%	23.4	-4.6%	-15.8%	-0.2%	-11.8%	-9.0%

Each structure is followed by: BRCA1 expr up	Eya2 phos inh	uPA surface inh	USP2a block	ELG1 genotox	TRPV1 agonist	p53 reactivator	a7 integrin act	B2AR arrestin	ASM inhibitor	TSG101-PTAP inh
> CN(CC(=O)NCc1ccccc1)Cc1cccc(F)c1
  1.2%	-5.0%	1.1%	2.5%	-3.4%	18.0	6.2%	-11.2%	0.3%	2.7%	-4.0%
> S=c1[nH]nc(COc2ccccc2)n1/N=C/C(Cl)=C/c1ccccc1
  -9.2%	-0.1%	-11.6%	2.0%	-0.8%	2.9	-12.1%	-56.1%[inhibitor]	9.2%	-15.9%	-2.0%
> O=C(N/N=C/c1ccc([N+](=O)[O-])o1)c1ccc(O)cc1
  -3.1%	-0.2%	7.08µM*	-1.2%	-9.5%	21.9	0.4%	·	-1.9%	-7.3%	-0.6%
> CN(CC(=O)Nc1ccccc1C(=O)NC1CC1)Cc1cccs1
  12.4%	-10.1%	5.6%	-0.8%	-1.9%	7.5	-5.9%	0.0%	0.1%	7.6%	-0.1%
